Bioassay records (PubChem)
TexasRed fluor – Total Fluorescence Counterscreen for Inhibitors of the Interaction of Thyroid Hormone Receptor and Steroid Receptor Coregulator 2; AID 1479, 2009; Potency, µM (series often up to 106 µM), for the others: at the top dose fluorescence change, negative = quenching; 280,000 tested, 0.29% active; TRb/SRC2 Texas Red total fluorescence interference; active means well fitted curve in either direction with a large enough effect; inconclusive means small, poorly fitted or top-dose-only effect; further: potency means the concentration at half of the fitted maximal effect; on the % scale 0 is the no-effect control and ±100 the full control effect
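Human TRb ligand-binding domain at 0.6 uM with 20 nM Texas Red SRC2 peptide in Tris buffer containing 1 uM T3 and 5% DMSO, incubated with compound 5 h at ambient temperature. Total fluorescence (555/632 nm) calculated as parallel + 2 × perpendicular.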
GLA spleen mod – qHTS Assay for Inhibitors and Activators of Human alpha-Galactosidase From Spleen Homogenate | human spleen homogenate, 4MU-alpha-Gal fluorescence, 40 min | Alpha-galactosidase A (Homo sapiens), P06280 | 240,000 tested, 0.008% active | Potency, µM (doses to about 80 µM), inactives show at the top dose activity change, negative = inhibition, most hits filed as inhibitors;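 further: potency means the concentration at half of the fitted maximal effect; 0% = enzyme with vehicle and -100% = no enzyme basal signal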
Target sequence (P06280 32-429 limits assumed): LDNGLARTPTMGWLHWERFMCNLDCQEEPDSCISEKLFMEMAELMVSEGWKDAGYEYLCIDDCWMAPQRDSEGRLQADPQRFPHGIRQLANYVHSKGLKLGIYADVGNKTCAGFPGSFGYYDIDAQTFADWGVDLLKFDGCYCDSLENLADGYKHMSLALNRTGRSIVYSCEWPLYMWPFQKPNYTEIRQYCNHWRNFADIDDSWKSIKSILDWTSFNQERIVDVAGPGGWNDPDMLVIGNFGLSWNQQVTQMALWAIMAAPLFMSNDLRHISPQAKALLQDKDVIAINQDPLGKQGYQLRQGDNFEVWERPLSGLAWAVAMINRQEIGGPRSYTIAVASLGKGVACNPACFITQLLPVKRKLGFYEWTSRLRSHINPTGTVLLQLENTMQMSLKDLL
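Fluorogenic readout (Ex 365/Em 440 nm) of 4-methylumbelliferone released from 1 mM 4-MU-alpha-galactoside by spleen homogenate, 40 min at 37C, pH 5.0. Data normalized to no-enzyme and enzyme controls; Hill-equation AC50 from compound titrations.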
Tau fibril FP – qHTS for Inhibitors of Tau Fibril Formation, Fluorescence Polarization. 280,000 tested, 0.39% active. Potency, µM (doses to about 57.7 µM), for the others: at the top dose activity, negative = inhibition, hits mostly inhibitors. Microtubule-associated protein tau (Homo sapiens), P10636. AID 1468, 2008. K18 P301L tau heparin fibrillization, Alexa594 FP, 6 h; further: potency means the concentration at half of the fitted maximal effect; on the % scale 0 is the no-effect control and ±100 the full control effect; nearly all actives have a fitted effect of over 55% in size
Target sequence (P10636 561-689 P618L limits assumed): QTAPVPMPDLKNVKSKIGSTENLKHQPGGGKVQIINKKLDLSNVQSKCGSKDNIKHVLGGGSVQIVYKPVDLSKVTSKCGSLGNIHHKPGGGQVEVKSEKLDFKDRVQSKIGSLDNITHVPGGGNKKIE
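Steps: dispense K18 P301L tau (15 uM plus 0.24 uM Alexa 594 tracer, final) in pH 7 sodium acetate; add compound; add heparin (20 uM final); incubate 6 hr, 37 C; add ThT (30 uM final); after 1 hr ambient, read FP.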
Tau fluor counter – Counterscreen qHTS for Inhibitors of Tau Fibril Formation, Fluorescence Polarization. tau K18 P301L Alexa594 fluorescence, heparin fibrillization. Potency, µM (doses to about 57.7 µM), for the others: at the highest dose activity change, negative = decrease. 280,000 tested, 0.93% active. AID 1463, 2008; further: potency means the concentration at half of the fitted maximal effect; on the % scale 0 is the no-effect control and ±100 the full control effect; nearly all actives have a fitted effect of over 55% in size
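Human tau K18 P301L (15 uM unlabeled, 0.24 uM Alexa 594-labeled) in 100 mM sodium acetate pH 7 with 20 uM heparin, 6 hr at 37 C. ThT 30 uM added, 1 hr ambient; Alexa 594 FP and total fluorescence read at 555/632 nm.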
CBFb RUNX1 block – qHTS Assay for Compounds Blocking the Interaction Between CBF-beta and RUNX1 for the Treatment of Acute Myeloid Leukemia | AlphaScreen CBFb-His/RUNX1-biotin binding, biochemical | AID 1477, 2009 | Potency, µM (highest dose often 59.8 µM), inactives show top-dose activity, negative = inhibition, actives largely listed as inhibitors | 230,000 tested, under 10 active | Runt-related transcription factor 1 (Homo sapiens) + Core-binding factor subunit beta …; further: % of control where 0% means no effect
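Interaction loss through any mechanism counts as activity. Pre-formed complex of His-CBF-beta and biotin-RUNX1 (30 nM apiece) is incubated with compound 15 min, then with 50 ng nickel and 50 ng streptavidin beads for 90 min before AlphaScreen detection.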
TRb-SRC2 inh – qHTS for Inhibitors of the Interaction of Thyroid Hormone Receptor and Steroid Receptor Coregulator 2; Thyroid hormone receptor beta (Homo sapiens), P10828; TRbeta-SRC2 peptide binding, fluorescence polarization; receptor liganded with 1 µM T3; Potency, µM (top dose mostly 106 µM), for inactives: top-dose activity change, negative = inhibition, most hits filed as inhibitors; 280,000 tested, 0.065% active; AID 1469, 2008;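 further: potency means the concentration at half of the fitted maximal effect; plate controls were bound peptide for no effect and peptide without receptor for full effect; nearly all actives have a fitted effect of over 50% in size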
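Fluorescence polarization of 20 nM Texas Red SRC2 peptide with 0.6 uM human TRb ligand-binding domain, in Tris buffer with 1uM T3 and 5% DMSO. Incubated 5 hr ambient; normalized to unbound and bound controls.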
NPSR antagonist – qHTS Assay for Antagonists of the Neuropeptide S Receptor: cAMP Signal Transduction; AID 1461, 2008; Potency, µM (top dose mostly 38.3 µM), for inactives: at the highest dose activity change, negative = inhibition, actives largely listed as inhibitors; 220,000 tested, 1% active; CHO-NPSR cells, cAMP TR-FRET, antagonist mode; Q6W5P4; further: potency means the concentration at half of the fitted maximal effect; on the % scale 0 is the no-effect control and ±100 the full control effect; nearly all actives have a fitted effect of over 50% in size; many of its hits are not listed in these tables
Target sequence (Q6W5P4 whole entry, looked up): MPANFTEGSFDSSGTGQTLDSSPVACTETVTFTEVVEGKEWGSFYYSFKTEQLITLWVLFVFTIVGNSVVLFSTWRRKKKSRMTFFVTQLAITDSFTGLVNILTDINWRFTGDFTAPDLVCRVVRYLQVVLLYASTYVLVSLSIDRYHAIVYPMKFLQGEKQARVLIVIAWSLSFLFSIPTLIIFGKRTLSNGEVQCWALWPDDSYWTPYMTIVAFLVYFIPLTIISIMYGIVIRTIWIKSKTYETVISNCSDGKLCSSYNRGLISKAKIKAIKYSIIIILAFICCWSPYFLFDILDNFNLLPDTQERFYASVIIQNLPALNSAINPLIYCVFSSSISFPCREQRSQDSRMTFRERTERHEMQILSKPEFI
Epigenetic derep – Quantitative High-Throughput Screen for Regulators of Epigenetic Control; murine LDR cells, GFP reporter derepression, 30 h; Potency, µM (highest dose often 53.9 µM), for the others: top-dose GFP activation, usual class: activators; 280,000 tested, 0.2% active; further: potency means the concentration at half of the fitted maximal effect; % of control where 0% means no effect; nearly all actives have a fitted effect of over 60% in size
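Reporter derepression read as number of fluorescent GFP-positive objects, 20-120 um in size, counted by laser-scanning cytometer. Mouse LDR line with an epigenetically silenced CMV-GFP locus; compound incubation 30 h, 37 C.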
* = called active by the depositor; [ ] = dose if it differs, or a comment. Unless noted, the call rests on the fitted dose curve; in most records, active means well fitted curve in the direction sought with a large enough effect; inconclusive means small, poorly fitted or top-dose-only effect, or another doubt; inactive means no such curve, though single readings can be large; an effect the other way counts as inactive or inconclusive. An excerpt; count on the stated rates, not on these rows.

Screening CC(=O)c1cccc(S(=O)(=O)NCC2CCCCC2)c1 returned TexasRed fluor 0%, GLA spleen mod 9%, Tau fibril FP 4%, Tau fluor counter 0%, CBFb RUNX1 block 1%, TRb-SRC2 inh 3%, NPSR antagonist 10% and Epigenetic derep -3.0%.
For Clc1cccc(-c2ccc(C=Nc3ccc(N4CCOCC4)cc3)o2)c1 the results were TexasRed fluor -3%, GLA spleen mod -1%, Tau fibril FP -5%, Tau fluor counter -21%, CBFb RUNX1 block -15%, TRb-SRC2 inh -3%, NPSR antagonist -1% and Epigenetic derep -2.2%.
CCc1c(C)c(C#N)c2nc3ccccc3n2c1NCc1ccccn1 was read as TexasRed fluor -1%, GLA spleen mod 1%, Tau fibril FP 4%, Tau fluor counter -4%, CBFb RUNX1 block 9%, TRb-SRC2 inh 0%, NPSR antagonist -47% and Epigenetic derep -3.3%.
NS(=O)(=O)c1ccc(NC(=O)COc2ccc(S(=O)(=O)NC3CCCCC3)cc2)cc1 was read as TexasRed fluor 3%, Tau fibril FP inconclusive, Tau fluor counter -21%, TRb-SRC2 inh 9% and Epigenetic derep 0.0%.
`COc1c(Cl)ccc(Cl)c1C(=O)NCc1ccco1` gave TexasRed fluor -3%, GLA spleen mod -1%, Tau fibril FP 1%, Tau fluor counter 3%, CBFb RUNX1 block 8%, TRb-SRC2 inh -5%, NPSR antagonist 5% and Epigenetic derep 1.1%.
`CC(/C=N/NC(=O)CCn1nnc2ccccc21)=C\c1ccccc1` gave TexasRed fluor 1%, GLA spleen mod -1%, Tau fibril FP -15%, Tau fluor counter -20%, CBFb RUNX1 block 9%, TRb-SRC2 inh -6%, NPSR antagonist 14% and Epigenetic derep -1.0%.
`CC(C)CCNC(=O)c1cccc(-n2cnc3cccnc32)c1` gave TexasRed fluor 6%, Tau fibril FP -4%, Tau fluor counter -9%, TRb-SRC2 inh -5% and Epigenetic derep 4.3%.
Screening CCOC(=O)c1c(C)n(CC(O)c2ccccc2)c2ccc(O)cc12 (stereo not given) returned TexasRed fluor -1%, GLA spleen mod 7%, Tau fibril FP 12%, Tau fluor counter -22%, CBFb RUNX1 block -4%, TRb-SRC2 inh 5%, NPSR antagonist -8%[46.1 µM] and Epigenetic derep 1.8%.
For Cc1ccc(/C=C/C(=O)OC(C)C(=O)Nc2ncc(Cl)cc2Cl)o1 (stereo not given) the results were TexasRed fluor -1%, GLA spleen mod 4%, Tau fibril FP -6%, Tau fluor counter 6%, CBFb RUNX1 block 1%, TRb-SRC2 inh -1%, NPSR antagonist 10% and Epigenetic derep 0.0%.
O=[N+]([O-])c1ccc2nc(-c3ccccc3)oc2c1 was read as TexasRed fluor -4%, GLA spleen mod -8%, Tau fibril FP -15%, Tau fluor counter -17%, CBFb RUNX1 block 1%, TRb-SRC2 inh 14%, NPSR antagonist 2% and Epigenetic derep 0.8%.
`Cc1ccc(NC(=S)NCCSc2ccc(Cl)cc2)c(C)c1` gave TexasRed fluor -2%, GLA spleen mod 2%, Tau fibril FP -9%, Tau fluor counter -25%, CBFb RUNX1 block -1%, TRb-SRC2 inh -8%, NPSR antagonist -40% and Epigenetic derep 0.0%.
`c1ccc(C(c2ccccc2)c2nc(-c3cccnc3)no2)cc1` gave TexasRed fluor 0%, GLA spleen mod 10%, Tau fibril FP -4%, Tau fluor counter -5%, CBFb RUNX1 block 10%, TRb-SRC2 inh 3%, NPSR antagonist inconclusive and Epigenetic derep -1.0%.
CCOc1ccc(CCNC(=O)c2ccc(CS(=O)Cc3ccc(Cl)cc3)o2)cc1 (stereo not given) was read as TexasRed fluor -2%, Tau fibril FP 11%, Tau fluor counter -10%, TRb-SRC2 inh 4% and Epigenetic derep -1.6%.
CC(C)C(=O)Nc1nnc(SCC(=O)NCC2CCCO2)s1 (stereo not given) was read as TexasRed fluor -1%, GLA spleen mod -25%, Tau fibril FP 8%, Tau fluor counter 4%, CBFb RUNX1 block 13%, TRb-SRC2 inh -10%, NPSR antagonist 7% and Epigenetic derep 1.1%.
CSc1ccc(C(=O)C2CCCN(C(=O)c3cccnc3SC)C2)cc1 (stereo not given) was read as TexasRed fluor -4%, GLA spleen mod -6%, Tau fibril FP -1%, Tau fluor counter -19%, CBFb RUNX1 block 9%, TRb-SRC2 inh -3%, NPSR antagonist 9% and Epigenetic derep 1.1%.

Four structures already listed, sorted by length of the SMILES, high to low:
For Clc1cccc(-c2ccc(C=Nc3ccc(N4CCOCC4)cc3)o2)c1 the results were TexasRed fluor -3%, GLA spleen mod -1%, Tau fibril FP -5%, Tau fluor counter -21%, CBFb RUNX1 block -15%, TRb-SRC2 inh -3%, NPSR antagonist -1% and Epigenetic derep -2.2%.
CSc1ccc(C(=O)C2CCCN(C(=O)c3cccnc3SC)C2)cc1 (stereo not given) was read as TexasRed fluor -4%, GLA spleen mod -6%, Tau fibril FP -1%, Tau fluor counter -19%, CBFb RUNX1 block 9%, TRb-SRC2 inh -3%, NPSR antagonist 9% and Epigenetic derep 1.1%.
`CC(/C=N/NC(=O)CCn1nnc2ccccc21)=C\c1ccccc1` gave TexasRed fluor 1%, GLA spleen mod -1%, Tau fibril FP -15%, Tau fluor counter -20%, CBFb RUNX1 block 9%, TRb-SRC2 inh -6%, NPSR antagonist 14% and Epigenetic derep -1.0%.
Screening CC(=O)c1cccc(S(=O)(=O)NCC2CCCCC2)c1 returned TexasRed fluor 0%, GLA spleen mod 9%, Tau fibril FP 4%, Tau fluor counter 0%, CBFb RUNX1 block 1%, TRb-SRC2 inh 3%, NPSR antagonist 10% and Epigenetic derep -3.0%.

Other records follow:
CCc1ccccc1NS(=O)(=O)c1ccc2c(c1)CC(=O)N2 was read as TexasRed fluor -3%, Tau fibril FP -9%, Tau fluor counter -10%, TRb-SRC2 inh -2% and Epigenetic derep 4.6%.
Cc1cc(C(=O)NCc2ccc(C(=O)O)o2)c(C)o1 was read as TexasRed fluor 3%, GLA spleen mod 11%, Tau fibril FP -5%, Tau fluor counter -7%, CBFb RUNX1 block -9%, TRb-SRC2 inh -1%, NPSR antagonist 0%[46.1 µM] and Epigenetic derep -1.1%.
Screening COc1ccc(N2CCN(C(=O)C3CCCN(S(=O)(=O)c4c(C)noc4C)C3)CC2)cc1 (stereo not given) returned TexasRed fluor 1%, GLA spleen mod 12%, Tau fibril FP 8%, Tau fluor counter -11%, CBFb RUNX1 block -7%, TRb-SRC2 inh 10%, NPSR antagonist -13% and Epigenetic derep 0.0%.
For CCOC(=O)N1CCc2c(sc3c2c(=O)n(-c2ccc(CC)cc2)c(=O)n3CC(=O)c2ccccc2)C1 the results were TexasRed fluor -1%, Tau fibril FP -5%, Tau fluor counter -9%, TRb-SRC2 inh -3% and Epigenetic derep -3.0%.
CC(Oc1ccc(Cl)cc1)C(=O)NCCCn1ccnc1 (stereo not given) was read as TexasRed fluor -1%, GLA spleen mod -29%, Tau fibril FP 1%, Tau fluor counter -11%, CBFb RUNX1 block 2%, TRb-SRC2 inh -13%, NPSR antagonist -2%[46.1 µM] and Epigenetic derep -2.9%.
Screening Fc1cccc(CSc2nc(NCCc3ccccc3)c3ccccc3n2)c1 returned TexasRed fluor -20%, Tau fibril FP 2%, Tau fluor counter -27%, TRb-SRC2 inh 4% and Epigenetic derep -1.3%.
Cc1ccc2c(c1)-c1c(c(C(=O)NCCc3ccccc3)nn1C)CS2 was read as TexasRed fluor -2%, Tau fibril FP -6%, Tau fluor counter -23%, TRb-SRC2 inh -1% and Epigenetic derep 1.6%.
COc1ccc(C2CC(c3ccc4ccccc4c3)=NN2C(=O)CN2CCC(C(N)=O)CC2)cc1 (stereo not given) was read as TexasRed fluor 5%, GLA spleen mod 5%, Tau fibril FP 3%, Tau fluor counter 1%, CBFb RUNX1 block -26%, TRb-SRC2 inh 9%, NPSR antagonist -55% and Epigenetic derep -0.1%.
C1CCC(NC2=NCCC2)CC1 was read as TexasRed fluor 0%, GLA spleen mod 7%, Tau fibril FP 0%, Tau fluor counter -2%, CBFb RUNX1 block 6%, TRb-SRC2 inh 4%, NPSR antagonist -1%[46.1 µM] and Epigenetic derep 0.0%.
CC1(C)CC(=O)C(C2(O)C(=O)N(Cc3ccccc3)c3ccccc32)CO1 (stereo not given) was read as TexasRed fluor -2%, GLA spleen mod -7%, Tau fibril FP 6%, Tau fluor counter -3%, CBFb RUNX1 block -9%, TRb-SRC2 inh -14%, NPSR antagonist 2%[46.1 µM] and Epigenetic derep 0.0%.
`CC(=O)N1CCCc2cc(S(=O)(=O)N3CCN(c4ccc(F)cc4)CC3)ccc21` gave TexasRed fluor -32%, Tau fibril FP 8%, Tau fluor counter -6%, TRb-SRC2 inh -2% and Epigenetic derep -1.2%.
Screening OCc1ccccc1 returned TexasRed fluor 0%, GLA spleen mod 10%, CBFb RUNX1 block 0%[21.7 µM] and TRb-SRC2 inh 6%.
Screening O=C(O)c1cc2ccccc2c(=O)s1 returned TexasRed fluor 1%, GLA spleen mod -1%, Tau fibril FP 3%, Tau fluor counter 5%, CBFb RUNX1 block 0%, TRb-SRC2 inh -9%, NPSR antagonist -12%[46.1 µM] and Epigenetic derep -0.9%.
